ERG Ets-DNA blk: blocks human ERG Ets domain binding to DNA | fluorescence polarization, His-ERG Ets domain / labelled DNA | Potency, µM (series often up to 76.9 µM), without a hit: top-dose FP activity, negative = inhibition, most hits filed as inhibitors | 370,000 compounds, 0.028% hits; active = well fitted inhibition curve with a large enough effect in the polarisation, with a control signal flat; inconclusive = small, poorly fitted or top-dose-only effect, or effect the other way, or a change in a side signal; inactive = no such curve, though single readings can be large or run the other way; the % refers to the polarisation;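 also: polarization taken with two DNA probes labelled with fluorescein and Texas red; % of control where 0% means no effect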
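His-tagged ERG Ets domain (1 uM in the protein solution; 300mM KCl, 50mM Tris-HCl, 1mM EDTA, 1mM DTT, pH 7.5) received compound, then a probe mix of 5 nM fluorescein-DNA and 100nM Texas-615-DNA. Fluorescence polarization was read for both dyes.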
GLS inh: blocks human kidney-isoform glutaminase activity | O94925 | GLS enzymatic activity, qHTS titration | Potency, µM (doses to about 45.5 µM), for inactives: top-dose activity change, negative = inhibition, actives largely listed as inhibitors | 410,000 compounds, 0.21% hits | AID 624170; also: % is scaled to controls: 0 for no effect and ±100 for the full control effect
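Assay buffer: 45 mM KH2PO4 pH 8.2, 0.02% Tween-20. hKGA acts on L-glutamine (1 mM solution added); product glutamate is reported by an oxidase/peroxidase Amplex Red coupling, with fluorescence taken at baseline and 30 min.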
rTrxR1 inhibitor: blocks rat thioredoxin reductase 1 | Potency, µM (highest dose often 114 µM), for inactives: top-dose activity change, negative = inhibition, most hits filed as inhibitors | recombinant rTrxR1, NADPH fluorescence consumption, selenite substrate | O89049 | AID 588453 | 390,000 compounds, 1% hits; also: % is scaled to controls: 0 for no effect and ±100 for the full control effect; nearly all actives have a fitted effect of over 65% in size
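Rat TrxR1 (90 nM in the dispensed reagent) was pre-reduced with 400 uM NADPH for 5 min at room temperature, then incubated with compound for 15 min. After 400 uM selenite was added, NADPH fluorescence (Ex 340/Em 450 nm) was followed for 8 min.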
HP1b binding inh: inhibitors of HP1-beta chromodomain binding to methylated histone tails. AID 540317. P83916. 390,000 compounds, 0.56% hits. AlphaScreen HP1-beta / biotin-H3K9me3 peptide binding. Potency, µM (titrated, usually from 114 µM), inactives show at the highest dose activity change, negative = inhibition, usual class: inhibitors; also: nearly all actives have a fitted effect of over 70% in size; inactives centre near 23
Target sequence (P83916 whole entry, looked up): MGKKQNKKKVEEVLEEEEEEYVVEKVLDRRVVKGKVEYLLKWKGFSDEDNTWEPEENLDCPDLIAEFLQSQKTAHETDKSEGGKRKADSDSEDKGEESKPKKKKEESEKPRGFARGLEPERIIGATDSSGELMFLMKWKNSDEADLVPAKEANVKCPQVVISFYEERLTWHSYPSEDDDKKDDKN
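Compound inhibition of the preformed complex between 50 nM HP1-beta and 50 nM biotinylated H3K9me3 peptide was read by AlphaScreen. Buffer was PBS pH 7.4 with 0.01% Tween-20. Incubations ran 30 min at room temperature, with 10 ug/mL donor/acceptor beads.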
RGS4 inhibitor: human RGS4 inhibition; Potency, µM (series often up to 114 µM), for the others: top-dose activity change, negative = inhibition, usual class: inhibitors; 390,000 compounds, 0.039% hits; Transcreener GDP fluorescence polarization, RGS4-accelerated GTP hydrolysis; AID 504845; also: % is scaled to controls: 0 for no effect and ±100 for the full control effect; nearly all actives have a fitted effect of over 75% in size; some results filed as inactive show a strong effect at the top dose
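MLSMR compounds (23 nl, pin-transferred) preincubated 10 min at room temperature with a 500nM (2x) first reagent, then RGS4 at 900nM (2x) plus Transcreener GDP mix added; fluorescence polarization (620/688 nm) read before and after 90 min at 30 °C.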
Tb PGK inh: inhibitors of T. brucei phosphoglycerate kinase. P07378. PGK/GAPDH coupled, Kinase-Glo luminescence, 60 min. 380,000 compounds, 0.043% hits. AID 602233. Potency, µM (titrated, usually from 57.5 µM), for the others: top-dose activity change, negative = inhibition, hits mostly inhibitors; also: % is scaled to controls: 0 for no effect and ±100 for the full control effect; nearly all actives have a fitted effect of over 60% in size
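Recombinant glycosomal PGK reaction used 1,3-bisphosphoglycerate generated in-well by GAPDH (100nM final) in 100mM TEA pH 7.6, 5mM MgCl2, 0.01% Tween-20. After 60 minutes at room temperature, ATP was read by Kinase-Glo Plus luminescence end-point.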
ALOX12 inh: inhibitors of human 12S-lipoxygenase ALOX12. P18054. purified 12hLO, xylenol orange hydroperoxide absorbance. 580,000 compounds, 1.1% hits. Potency, µM (highest dose often 108 µM), inactives show at the highest dose activity change, negative = inhibition, actives largely listed as inhibitors; also: % is scaled to controls: 0 for no effect and ±100 for the full control effect
Target sequence (P18054 whole entry, looked up): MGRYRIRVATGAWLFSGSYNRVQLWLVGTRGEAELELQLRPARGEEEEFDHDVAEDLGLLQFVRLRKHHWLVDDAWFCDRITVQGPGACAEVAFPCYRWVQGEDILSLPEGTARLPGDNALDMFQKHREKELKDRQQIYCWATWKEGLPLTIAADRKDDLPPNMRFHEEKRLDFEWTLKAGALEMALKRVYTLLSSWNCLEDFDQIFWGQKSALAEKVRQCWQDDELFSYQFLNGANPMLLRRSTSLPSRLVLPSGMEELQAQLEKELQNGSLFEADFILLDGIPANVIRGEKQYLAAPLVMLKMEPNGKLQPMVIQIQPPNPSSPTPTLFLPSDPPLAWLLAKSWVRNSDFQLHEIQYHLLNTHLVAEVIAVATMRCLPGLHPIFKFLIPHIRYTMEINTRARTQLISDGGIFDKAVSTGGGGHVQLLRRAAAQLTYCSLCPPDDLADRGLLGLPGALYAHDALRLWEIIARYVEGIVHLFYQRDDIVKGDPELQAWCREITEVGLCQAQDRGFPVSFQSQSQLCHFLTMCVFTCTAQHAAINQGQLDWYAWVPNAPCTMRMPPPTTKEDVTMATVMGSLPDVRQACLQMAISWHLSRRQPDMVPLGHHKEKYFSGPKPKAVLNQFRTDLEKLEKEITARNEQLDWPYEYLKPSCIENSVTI
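Purified human 12hLO (150 nM final) in 25 mM Hepes, 0.01% Triton X-100, pH 7.0 was preincubated 15 min at room temperature with compound. Then 40 uM arachidonic acid was added, 30 min. Hydroperoxide was read by Fe-XO absorbance ratio 573/405 nm.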
Pin1 inh: inhibitors of human Pin1; Pin1 FP peptide displacement, HiFluor488, 10 min; Potency, µM (doses to about 115 µM), inactives show at the highest dose activity, negative = inhibition, usual class: inhibitors; Q13526; 390,000 compounds, 0.009% hits; active = well fitted inhibition curve with a large enough effect in the polarisation, with a control signal flat, not every such curve was filed as active; inconclusive = small, poorly fitted or top-dose-only effect, or effect the other way, or a change in a side signal; inactive = no such curve, though single readings can be large or run the other way; the % refers to the polarisation; also: % is scaled to controls: 0 for no effect and ±100 for the full control effect
Target sequence (Q13526 whole entry, looked up): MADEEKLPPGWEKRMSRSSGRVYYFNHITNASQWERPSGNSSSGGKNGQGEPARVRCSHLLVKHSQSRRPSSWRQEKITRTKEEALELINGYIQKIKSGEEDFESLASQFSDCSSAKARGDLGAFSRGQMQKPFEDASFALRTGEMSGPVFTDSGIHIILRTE
JMJD2A Tudor: blocks the human JMJD2A Tudor domain; 390,000 compounds, 4.4% hits; AlphaScreen JMJD2A-Tudor / H3K4me3 peptide binding; O75164; Potency, µM (top dose mostly 114 µM), for the others: at the highest dose activity change, negative = inhibition, most hits filed as inhibitors; also: % is scaled to controls: 0 for no effect and ±100 for the full control effect; nearly all actives have a fitted effect of over 50% in size
* marks the source's active call; other numbers are inactive results; i = inactive; ? = inconclusive; . = not tested or not shown; & = joins results of further samples; [ ] = dose if it differs, or a comment. Unless noted, calls follow the shape of the dose curve; as a rule, active = well fitted curve in the direction sought with a large enough effect; inconclusive = small, poorly fitted or top-dose-only effect, or another doubt; inactive = no such curve, though single readings can be large; an effect the other way counts as inactive or inconclusive. Potency is read from the fitted curve at half-maximal effect. These rows are one share of the data (hit frequency here may not be typical).

SMILES | ERG Ets-DNA blk | GLS inh | rTrxR1 inhibitor | HP1b binding inh | RGS4 inhibitor | Tb PGK inh | ALOX12 inh | Pin1 inh | JMJD2A Tudor
CCSc1nc2ccccc2c(OCc2cc(C(=O)OC)ccc2OC)c1C(=O)OC | -1% | -5% | 6% | 65%[activator] | 10% | 2% | 0% | ? | -10%
CCOc1ccc(Nc2oc(/C=C/c3ccc(F)cc3)nc2C#N)cc1 | -1% | -5% | 18% | 2% | 24% | 0% | 0% | 0% | -20%
O=C(c1ccco1)N1CCN(Cc2cc(=O)c(OCc3ccc([N+](=O)[O-])cc3)co2)CC1 | 10% | 5% | -1%[57.1 µM] | 33% | -9% | 4% | -13% | -2% | -12%
Cc1ccc2oc(C(=O)N(Cc3ccccc3F)C3CCS(=O)(=O)C3)c(C)c2c1 (stereo not given) | 5% | 3% | 6% | 38% | 12% | 10% | -18% | 18% | -20%
Cc1ncc(C[n+]2csc(CCOC(=O)CC3C4CC5CC(C4)CC3C5)c2C)c(N)n1 (stereo not given) | -1% | 11% | -16% | 73%[activator] | -4%[56.9 µM] | 10% | ? | -13% | -8%[57.1 µM]
COc1cc(NC(=O)C2CCCCC2)c(OC)cc1NC(=O)c1ccccc1 | 9% | -3% | 11% | 21% | -11% | -5% | ? | 1% | -10%
CCCCNC(=O)CSc1nc2cc3c(cc2c(=O)n1CCCCCC(=O)NCCc1ccc(OC)c(OC)c1)OCO3 | -3% | 6% | 22%[57.1 µM] | 39%[activator] | 15% | 4% | -19% | 0% | -6%
CCc1ccc(N2CC(C(=O)N/N=C/c3cc([N+](=O)[O-])ccc3O)CC2=O)cc1 (stereo not given) | 13% | 5% | -14%[57.1 µM] | 13% | 8% | -1% | ? | 2% | 40µM*
COc1ccc2oc(-c3cccc(NC(=O)c4sc5c([N+](=O)[O-])cccc5c4Cl)c3)nc2c1 | 1% | -14% | 36%[11.4 µM] | 18% | 22% | 1% | 1% | -5% | 0%
CSc1nnc(-c2sc3cc(C(F)(F)F)cnc3c2-c2ccccn2)n1C | 5% | -1% | 8%[57.1 µM] | 35% | 13%[11.4 µM] | -9% | -13% | 0% | -17%[57.1 µM]
O=S(=O)(c1ccc2oc3ccccc3c2c1)N1CCCC1 | 7% | -4% | 9%[57.1 µM] | -12% | -24%[11.4 µM] | i | 12% | 0% | 10%[11.4 µM]
Cc1nc2c(C#N)c(C)[nH]n2c(=O)c1Cc1ccccc1 | . | 7% | 19% | 38%[activator] | -1% | -3%[11.5 µM] | 7%[57.4 µM] | -4% | -6%
CC1(C)CC(=O)C(N=Nc2ccc(F)cc2)=C(O)C1 | -7% | 12% | -12% | 27% | 2%[11.4 µM] | 7% | 12% | -4% | -13%[11.4 µM]
C=CC[C@]12CCc3sccc3C1N(c1ccc(C(=O)OCC)cc1)C2=O (stereo not given in full) | 2% | 9% | 29% | 74%[activator] | 19% | -8% | 0% | -11% | 8%
Cc1ccnn1CC(=O)N/N=C/c1cn[nH]c1-c1ccc(F)cc1 | 13% | -2% | 31% | 67%[activator] | -18% | i | 0% | 0% | -6%
O=C(CC1Sc2ccccc2NC1=O)Nc1ccccc1[N+](=O)[O-] (stereo not given) | -5% | 4% | 3% | 24% | -10% | -5% | 0% | -2% | -20%
COc1ccc(/C=N/NC(=O)c2ccc(=O)[nH]n2)cc1OC | 4% | 0% | -20% | 18% | -13% | i | 16% | -4% | -30%
CC1Cc2cc(-c3csc(NC(=O)Cc4cccs4)n3)ccc2N1S(C)(=O)=O (stereo not given) | -4% | -1% | -4% | 12% | -14% | i | -9% | 15% | -21%
O=C(NCC12CC3CC(CC(C3)C1)C2)c1cc2nc(-c3ccc(F)cc3)cc(C(F)(F)F)n2n1 | 6% | 3% | 12%[57.1 µM] | 32% | -1% | 1% | -8% | 2% | -14%
COc1ccc(S(=O)(=O)N2CCCCCC2)cc1C(=O)N(C)Cc1ccc(C)cc1 | -3% | 7% | 3% | 28% | 22% | -5% | ? | -2% | -25%
Cc1ccc(C)c(NC(=O)CN2C(=O)c3cccc4cccc2c34)c1 | -2% | 2% | 20% | 9% | -4% | -7% | -9% | -1% | -8%
COc1ccc(-n2ncc3c2CC(C)(C)CC3NC(=O)c2ccoc2C)cc1 (stereo not given) | 20% | -5% | ? | 8% | -54% | -10% | 264%[activator] | 3% | -7%
Nn1c(SCC(=O)Nc2ccc(Oc3ccccc3)cc2)nnc1C1CC1 | -4% | 4% | -6% | 8% | -43% | -1% | 0% | 0% | -15%
O=C1CNC(=O)N1 | -17% | 1% | 17% | 16% | -16% | -7% | 21% | -4% | -1%
Clc1cccc(Cl)c1Cn1cnc(=NCc2ccco2)c2[nH]cnc21 | -11% | 4% | 14% | 5% | 8% | i | -24% | 0% | ?
COc1ccc(C(=O)Oc2cc(/C=N/NS(=O)(=O)c3ccccc3)ccc2OC)cc1 | 9% | 10% | 18%[57.1 µM] | -6% | -20% | 0% | -4% | 0% | ?
CCOC(=O)c1ccc(-c2ccc(/C=N/NC(=O)c3cncc(Br)c3)o2)cc1 | 13% | 1% | 18%[57.1 µM] | -14% | -12% | -5% | 209%[activator] | 2% | ?
Cc1cccc(C)c1N(CC(=O)NCc1ccccc1)C(=O)c1csnn1 | 28% | 10% | 6% | 5% | 13% | -2% | 0% | -13% | -6%
CN(CCc1ccccn1)C(=O)CN(C)S(=O)(=O)c1ccc2c(c1)c(=O)n(C)c(=O)n2C | -7% | 3% | 11%[57.1 µM] | 21% | 12% | -8% | 17% | -3% | -8%
CCN(CC)CCNC(=O)Cn1c(-c2ccccn2)nc2ccccc21 | 4% | 2% | 16%[57.1 µM] | 11% | -8% | -10% | 19% | 2% | -29%
CCc1nnc(NC(=O)c2cccc(OC)c2)s1 | -6% | 7% | 9%[57.1 µM] | 41%[activator] | 27% | -3% | 9% | -9% | -14%
Cc1cccc(NC(=O)c2ccc(CN3CC(=O)N4CCCCC4C3=O)cc2)c1C (stereo not given) | -1% | -11% | -8% | 15% | 30% | 3% | -18% | -6% | -12%
COc1ccc(CCN2CCCn3c2nc2c3c(=O)n(C)c(=O)n2C)cc1OC | 6% | 4% | -5% | 21% | -6% | -8% | 0% | -10% | -10%
COc1ccc([N+](=O)[O-])cc1NC(=O)CSCc1ccccc1C | -7% | -9% | -10% | 1% | -2% | 10% | -9% | 5% | -23%
O=C(CSc1nc(-c2ccc(F)cc2)nc2c1Cc1ccccc1O2)Nc1cccc(C(=O)O)c1 | 1%&3% | -24%&-6% | -3%&7% | ? | ? | ? | -17%&-22% | ? | 10µM*
O=C(CCc1nnc2n(Cc3ccc(F)cc3)c(=O)c3ccccc3n12)NCCN1CCOCC1 | 9% | 0% | -6%[57.1 µM] | 54%[activator] | -14% | 0% | 345%[activator] | 5% | -10%
CC(=O)N1CCN(c2ccc(NC(=O)c3ccccc3Br)cc2Cl)CC1 | -2% | -14% | 15%[57.1 µM] | 10% | -30% | -3% | ? | -6% | 0%
COc1ccc2nc(SC(C)C(=O)NC3CCCCC3)[nH]c2c1 (stereo not given) | -3% | -14% | 1%[57.1 µM] | 31% | -1% | -8% | -9% | -1% | -4%
O=C1c2ccc(-c3ccc(F)cc3OCc3ccccc3)cc2S(=O)(=O)c2cccc(C(=O)N3CCN(c4ncc(Cl)cc4Cl)CC3)c21 | -13% | 6% | -3%[57.1 µM] | 14% | 21% | 0% | -3% | 1% | ?
CNCc1nc2ccccc2[nH]1 | -9% | -1% | -11% | 66%[activator] | -12%[11.4 µM] | -6% | -2% | -4% | ?
Cc1ccc(N(C)C(=O)c2cc(S(=O)(=O)N3CCc4ccccc43)cn2C)cc1 | 8% | 1% | -7%[57.1 µM] | 16% | -15% | 6% | 22% | ? | -31%
CCOC(=O)c1cnc(NCc2ccccc2)nc1C | 1% | . | -19% | 20% | 32% | 4% | 0% | 0% | 22%
COc1cc(C(=O)NCC(=O)NC(C)c2ccc(-n3ccnc3)cc2)cc(OC)c1OC (stereo not given) | -10% | 1% | 16% | 2% | 0% | -10% | -7% | 3% | -8%
CCOc1cc(C(=O)OCc2cc(=O)n3c(C)csc3n2)ccc1OC | -9% | -2% | 7% | 32% | 16% | -5% | 0% | 1% | 5%
CN(Cc1cn(C)nc1-c1ccc(Oc2ccccc2)cc1)C1CCOC1 (stereo not given) | -1% | 0% | 10% | 50%[activator] | -4%[56.9 µM] | 5% | -7% | -2% | -9%
CN1CCc2c(sc(/N=C/c3cc(C(C)(C)C)ccc3O)c2C#N)C1 | 10% | 0% | 4% | -14% | -12% | -6% | 3% | ? | ?

A second format for some results above:
Values in the order: ERG Ets-DNA blk	GLS inh	rTrxR1 inhibitor	HP1b binding inh	RGS4 inhibitor	Tb PGK inh	ALOX12 inh	Pin1 inh	JMJD2A Tudor
COc1ccc([N+](=O)[O-])cc1NC(=O)CSCc1ccccc1C
    -7%	-9%	-10%	1%	-2%	10%	-9%	5%	-23%
O=C(CSc1nc(-c2ccc(F)cc2)nc2c1Cc1ccccc1O2)Nc1cccc(C(=O)O)c1
    1%&3%	-24%&-6%	-3%&7%	?	?	?	-17%&-22%	?	10µM*

Assay outcomes (PubChem BioAssay)
